yeast sgs1 mgt1: NCI yeast anticancer drug screen, S. cerevisiae sgs1 mgt1 strain; % growth inhibition at 50 µM; 78,000 compounds, 10% hits;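 note: 0% = growth of vehicle-only cultures of the same strain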
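Test agents were incubated with a DNA-repair-mutant yeast strain. Growth was then read and compared against vehicle-treated controls.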
yeast rad50: NCI yeast anticancer drug screen, S. cerevisiae rad50 strain; % growth inhibition at 50 µM; 79,000 compounds, 10% hits; AID 155, 2004;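 note: 0% = growth of vehicle-only cultures of the same strain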
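Readout: growth inhibition relative to vehicle-treated cultures. Compound exposure was carried out in a genetically defined yeast strain deficient in DNA damage repair.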
bub3: NCI yeast anticancer drug screen, S. cerevisiae bub3 mutant strain; 78,000 compounds, 9.9% hits; AID 167, 2004; growth inhibition, % at 50 µM;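 note: 0% = growth of vehicle-only cultures of the same strain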
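Readout: yeast growth inhibition, expressed relative to vehicle-only wells. The test organism is a mutant strain from a panel with lesions in DNA repair or checkpoint genes.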
yeast mec2-1: NCI yeast anticancer drug screen, S. cerevisiae mec2-1 strain; AID 157, 2004; % growth inhibition at 50 µM; 79,000 compounds, 9% hits;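 note: 0% = growth of vehicle-only cultures of the same strain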
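Yeast mec2-1 mutant treated with compound. Readout: growth inhibition vs vehicle controls.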
cln2 rad14: NCI yeast anticancer drug screen, S. cerevisiae cln2 rad14 strain | growth inhibition, % at 50 µM | 78,000 compounds, 8.3% hits;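 note: 0% = growth of vehicle-only cultures of the same strain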
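Yeast strain cln2 rad14, bearing defects in cell cycle control and DNA repair, serves as the test system; values reflect growth inhibition compared with vehicle.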
yeast mlh1 rad18: NCI yeast anticancer drug screen, S. cerevisiae mlh1 rad18 strain; growth inhibition, % at 50 µM; 79,000 compounds, 11% hits; AID 175, 2004;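 note: 0% = growth of vehicle-only cultures of the same strain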
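Compound-treated yeast growth, normalised to vehicle controls. Strain bears defined DNA repair mutations.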
Active calls of the source: *; · = not tested or not shown; & = joins results of further samples. Cut-off read from the data, not from the text of the source: active = growth inhibition above about 70%; inactive = the rest.

SMILES | yeast sgs1 mgt1 | yeast rad50 | bub3 | yeast mec2-1 | cln2 rad14 | yeast mlh1 rad18
CN(N=O)C(=O)NC(CCCCNC(=O)OCc1ccccc1)C(=O)OCc1ccccc1 (stereo not drawn) | -3 | 6 | 12 | -10 | -22 | -11
Cc1ccccc1C(C#N)/C(=N/NC(N)=S)C(=O)Nc1c(C)cccc1C (stereo not drawn) | 2 | -36 | -17 | -28 | -12 | -31
CC1(C)Cc2c(C#N)c(N)c3c(c2CO1)C(=O)OC3=O | -39 | -11 | -23 | -18 | -22 | -59
CCCCCCCC/C=C\CCCCCCCC(=O)OC(C)CC(=O)N(C)C (stereo not drawn) | 11 | -18 | -12 | -23 | -7 | 4
CCOC1(OCC)C([N+](=O)[O-])=CC(=[N+]([O-])O)C=C1[N+](=O)[O-] | -7 | 4 | -9 | -4 | 4 | -21
CCCn1c(C)nc2cc(C(F)(F)F)cc(N)c21 | 2 | 14 | 18 | 11 | -35 | 6
CN(C)S(=O)(=O)c1nc(Cl)c2[nH]cnc2n1 | -17 | -17 | -66 | -41 | -2 | -6
CCOc1ccc(/C(Cl)=C(\C=O)c2ccc(OC)c(OC)c2)cc1OCC | 3 | 0 | -4 | -5 | -2 | 3
O=C(O)CCCC1(CCCC(=O)O)OCCO1 | -23 | 10 | -14 | -4 | -60 | -3
Nc1ccc(CCCCCc2ccc(N)cc2)cc1 | 99* | 99* | 99* | 99* | 98* | 99*
OCCCCC1COC(c2ccccc2)O1 (stereo not drawn) | -11 | 3 | -17 | -15 | -35 | 1
Cc1nc(Nc2ccc(Cl)cc2)c2cnn(-c3ccccc3)c2n1 | -8 | 29 | 7 | -7 | -36 | 27
CCN(CC)CCCNC | 4&3 | 27&6 | -4&-10 | 8&-5 | -25&2 | 25&7
C/C=C/c1ccc(OCC)c(OC)c1 | 12 | 24 | -17 | 6 | -9 | 16
CCCCCCCC1CC(=O)OC1=O (stereo not drawn) | 18 | 24 | 11 | 20 | 23 | 13
CCOC(=O)C(COS(C)(=O)=O)(COS(C)(=O)=O)C(=O)OCC | -21 | -24 | -2 | -23 | -2 | -6
CC(C)(C)N(OC(=O)c1ccccc1)C(=O)c1ccccc1 | 0 | 3 | 1 | 4 | 5 | 14
CCn1c(O)c(C=Nc2ccccc2)s/c1=N/Nc1ncc(CC(=O)Nc2ccccc2C)s1 | 56 | -26 | 24 | -11 | 41 | 12
COc1cc(OC)c(C2SCC(=O)N2c2nnc(C(F)(F)F)s2)cc1OC (stereo not drawn) | 5 | 10 | 26 | 14 | 4 | 7
CSc1nc(NC2OC(COC(C)=O)C(OC(C)=O)C(OC(C)=O)C2OC(C)=O)c2c(n1)OCC2=O (stereo not drawn) | -38 | 3 | 31 | -14 | 28 | 18
CC1CCN(C(c2ccccc2)c2ccc3ccccc3c2O)CC1 (stereo not drawn) | 55 | 52 | 34 | 42 | -7 | 75*
CSc1nc2c(c(=O)[nH]1)CC(=O)N2 | -7 | 0 | -12 | -6 | -34 | -3
COC(=O)[C@@]1(C)/C(=N/NS(=O)(=O)c2ccc(C)cc2)CCC[C@@H]1C | -7 | 11 | -1 | -23 | 3 | -2
CC(C)=NNc1nc2c(N)ncnc2n1C1OC(CO)C(O)C1O (stereo not drawn) | 20 | 34 | -7 | 5 | 30 | 14
CC1(C)CNC[C@]2(C)OCCCO[C@@]3(C)CNCC(C)(C)NC(=O)[C@](C)(CNCC(C)(C)NC3=O)OCCCO[C@](C)(CNCC(C)(C)NC2=O)C(=O)N1 | -32 | -33 | -17 | -22 | 0 | -46
N#CC1(c2ccccc2)CCC1 | 8 | 5 | 6 | -25 | 17 | 5
COc1cc2ccc(Cc3nccc4cc(OC)c(OC)cc34)cc2cc1OC | 99* | 98* | 97* | 99* | 91* | 98*
Cc1cc(C)c(C(=O)c2cccc(Cl)c2)c(C)c1 | 6 | -13 | 34 | 5 | -57 | 22
Cc1cc(C)c2c(c1)N[S@@](=O)S2 | 7 | 37 | 36 | 29 | 19 | 23
OC/C(I)=C(I)\C(I)=C(\I)CO | 100* | 99* | 99* | 99* | 99* | 99*
CC(C)(C)C1CCC(=N[N+](C)(C)C)CC1 (stereo not drawn) | 10 | 20 | 5 | 11 | 13 | -11
COc1ccc(/C=C2\CCC(CNc3cc(C)on3)C2=O)cc1 (stereo not drawn) | 17 | 22 | 29 | -15 | 37 | -19
Cc1ccc(/C=N/N2C(=O)c3ccccc3C2=O)cc1 | · | -29 | · | -43 | · | -38
C/C(=N\NC(=S)N1CCN(c2ccccc2)CC1)c1nccs1 | 91* | 90* | 88* | 92* | 91* | 90*
FC(F)(F)c1ccccc1NC(=S)N(Cc1ccccc1)Cc1ccccc1 | 9 | 7 | -1 | 0 | -20 | 28
c1ccc(C2CCN3c4ccc5ccccc5c4NCC23)cc1 (stereo not drawn) | 46 | 36 | 89* | 68 | 14 | 67
O=[N+]([O-])c1cc(C(Nc2nncs2)Nc2nncs2)ccc1Cl | 44 | 13 | 2 | 8 | 11 | 47
CCC(C)C(C#N)(CCN(CC)CC)c1ccccc1 (stereo not drawn) | 28 | 15 | 33 | 13 | 7 | 14
NC(=S)N/N=C\C(CC(O)C(O)CO)=N\NC(N)=S (stereo not drawn) | 4 | 5 | 12 | 7 | 9 | 10
Cc1cc(Cc2cccc3ccccc23)nc2c1ccc1ccccc12 | 12 | 1 | -14 | -11 | 11 | 18

Brought forward from above: two compounds; new compounds follow.
SMILES | yeast sgs1 mgt1 | yeast rad50 | bub3 | yeast mec2-1 | cln2 rad14 | yeast mlh1 rad18
NC(=S)N/N=C\C(CC(O)C(O)CO)=N\NC(N)=S (stereo not drawn) | 4 | 5 | 12 | 7 | 9 | 10
Cc1cc(Cc2cccc3ccccc23)nc2c1ccc1ccccc12 | 12 | 1 | -14 | -11 | 11 | 18
CCOC1(C)OC2OC(COC(C)=O)C(OC(C)=O)C(OC(N)=O)C2O1 (stereo not drawn) | -6 | -12 | -1 | 0 | -34 | 15
OC[P+](CO)(CO)C12CC3CC(CC(C3)C1)C2 | 70 | 48 | 78* | 71* | 68 | 89*
OCCCSCc1ccccc1 | 6 | 31 | -15 | 6 | 5 | 11
CCNC(=O)C(=O)NCC | -16 | -10 | 2 | 3 | 6 | -8
O=[N+]([O-])c1ccc(OCc2ccccc2)c(Cl)c1 | 26 | -4 | 46 | 17 | -14 | 30
CCOC(OCC)c1cc(=O)[nH]c(NC(C)=O)n1 | 10 | -1 | -1 | 0 | -12 | 5
Cn1c(=O)c2c3ccccc3c(C(=O)c3ccccc3)n2c2ccccc21 | 27 | 38 | -1 | 4 | 26 | 34
O=C(O)CC(SSCc1ccccc1)C(=O)O (stereo not drawn) | -4 | 5 | 13 | 17 | -12 | 21
COc1cc(C2c3cc4c(cc3C(O)C3CCC(=O)N23)OCO4)cc(OC)c1OC (stereo not drawn) | -4 | -32 | -6 | 9 | -11 | 5
Clc1ccccc1OCC1CO1 (stereo not drawn) | 50 | 38 | 5 | 12 | 21 | 44
O=C(N/N=C\c1ccc(Cl)cc1Cl)c1ccccc1S | -5 | -59 | -13 | 6 | 0 | 5
Cc1ccc(S(=O)(=O)C2CCCC2Cl)cc1 (stereo not drawn) | 2 | 13 | 9 | -12 | 6 | 0
c1ccc(-c2cn3c(nc4ccccc43)c(-c3ccccc3)n2)cc1 | -29 | -45 | -4 | -7 | -1 | -42
O=[N+]([O-])c1ccc(N2N=NC(CN3CCOCC3)C2N2CCOCC2)cc1 (stereo not drawn) | 48 | 78* | 8 | 47 | 24 | 60
COc1cccc(C2c3cc4c(cc3OC(N3CCOCC3)C2C)OCO4)c1OC (stereo not drawn) | -8 | -25 | -2 | -10 | 3 | -6
NC(=O)C(CCc1cccc2ccccc12)c1ccccc1 (stereo not drawn) | 36 | 99* | 96* | 95* | 63 | 98*
COc1cc(C=O)ccc1OC(=O)Nc1ccc(F)c([N+](=O)[O-])c1 | 19 | 1 | 28 | 30 | -2 | 15
CC(=O)Nc1cccc(/C=C/C=C/c2ccc([N+](=O)[O-])cc2)c1 | 4 | -3 | 0 | 13 | 29 | 33
Cc1ccc(NC(=O)N2CCOCC2)cc1NC(=O)N1CCOCC1 | 12 | 8 | 20 | 4 | 13 | 0
O=c1[nH]c2cc(Cl)ccc2nc1/C=C(\O)c1cccc(O)c1 | -8 | -3 | -4 | -5 | -4 | 10

A second format for some results above.
O=[N+]([O-])c1ccc(N2N=NC(CN3CCOCC3)C2N2CCOCC2)cc1 (stereo not drawn)
  yeast sgs1 mgt1 = 48
  yeast rad50 = 78*
  bub3 = 8
  yeast mec2-1 = 47
  cln2 rad14 = 24
  yeast mlh1 rad18 = 60

COc1cccc(C2c3cc4c(cc3OC(N3CCOCC3)C2C)OCO4)c1OC (stereo not drawn)
  yeast sgs1 mgt1 = -8
  yeast rad50 = -25
  bub3 = -2
  yeast mec2-1 = -10
  cln2 rad14 = 3
  yeast mlh1 rad18 = -6

NC(=O)C(CCc1cccc2ccccc12)c1ccccc1 (stereo not drawn)
  yeast sgs1 mgt1 = 36
  yeast rad50 = 99*
  bub3 = 96*
  yeast mec2-1 = 95*
  cln2 rad14 = 63
  yeast mlh1 rad18 = 98*

COc1cc(C=O)ccc1OC(=O)Nc1ccc(F)c([N+](=O)[O-])c1
  yeast sgs1 mgt1 = 19
  yeast rad50 = 1
  bub3 = 28
  yeast mec2-1 = 30
  cln2 rad14 = -2
  yeast mlh1 rad18 = 15

Next results follow:
SMILES | yeast sgs1 mgt1 | yeast rad50 | bub3 | yeast mec2-1 | cln2 rad14 | yeast mlh1 rad18
CC(C)OC(=O)c1cc([N+](=O)[O-])cc([N+](=O)[O-])c1Sc1ncnc2nc[nH]c12 | 21 | 14 | 25 | 16 | 66 | 67
CCCCC(=O)OC1CCC(C2CCCCC2)CC1 (stereo not drawn) | 8 | 4 | 40 | 8 | -3 | 13
N#Cc1cccc(C=NC23CC4CC(CC(C4)C2)C3)c1 | -7 | -23 | -18 | -15 | -16 | -14
COc1ccc(C(=O)[O][Sn]([c]2ccccc2)([c]2ccccc2)[c]2ccccc2)c(OC)c1OC | 99* | 99* | 99* | 99* | 88* | 98*
C=C1C(=O)O[C@@H]2/C=C(/C)[C@@H](OC(C)=O)C/C=C(\C)C(O)[C@@H](OC(=O)/C(C)=C\C)C12 (stereo partly drawn) | 22 | 17 | 13 | 0 | 9 | -50
O=C(Nc1cccc(C(F)(F)F)c1)NC1CCCCC1 | 0 | 9 | 6 | 12 | -3 | -2
CC1(C#N)C(C#N)(C#N)C1(C#N)C#N | -11 | 0 | -30 | -3 | -13 | -21
CNC(=O)c1cccc2c1-c1ccccc1C2=O | 7 | -12 | -17 | 10 | -17 | -15
OC(Cc1ccccn1)c1ccccc1 (stereo not drawn) | 21 | 33 | 9 | 13 | 23 | 32
COc1ccc(Cl)cc1NC(=O)Oc1cc(C)c(Cl)c(C)c1 | 11 | 9 | 29 | 1 | 19 | 10
OC1(C2(O)CCCC2)CCCC1 | 22 | 14 | 18 | 8 | 7 | 13
Clc1cccc(NC2=NCCN=C(Nc3cccc(Cl)c3Cl)SS2)c1Cl | -1 | 9 | 4 | -18 | 6 | 7
COc1ccccc1-n1cnc2c1NC(C)(C)N=C2C(N)=O | -23 | -57 | -14 | -40 | -4 | -48
COCC12CCC(OC)C34C5CC6(O)C(OC)CC(OC(C)=O)(C5C6OC(=O)c5ccccc5)C(C(OC)C13)C4N(C)C2 (stereo not drawn) | -26 | -24 | -1 | -24 | -9 | -78
O=C(O)C1C2CC=CCC21 (stereo not drawn) | 12 | 13 | 12 | 4 | 9 | 17
COc1cccc(C(=O)C2N=NCC2c2ccccc2)c1 (stereo not drawn) | 2 | -17 | 62 | -5 | -15 | 30
CC(=O)NC1c2ccccc2Oc2c(C)cccc21 (stereo not drawn) | 2 | -9 | 3 | 1 | -16 | 3
O=C(CCn1[nH]c(=O)c(Cl)c(Cl)c1=O)NNC(=O)C[n+]1ccccc1 | -28 | -4 | -7 | -9 | 34 | -25
S=c1[nH]c2cc(Cl)c(Cl)cc2[nH]1 | 7 | 1 | -6 | -4 | -27 | 8
O=P1(NCCCNP2(=O)OC(CCl)=NC2c2ccccc2Cl)OC(CCl)=NC1c1ccccc1Cl (stereo not drawn) | -9 | 30 | -1 | -9 | -29 | -2
NC(=O)NC(=O)C(Cl)c1ccccc1 (stereo not drawn) | 2 | 17 | 27 | 2 | 7 | 9
CN1CCc2c1nc(-c1ccccc1)c1c2N(C)CC1 | -6 | 2 | -18 | -11 | 10 | -2
NS(=O)(=O)c1ccc(NS(=O)(=O)c2ccc([N+](=O)[O-])cc2)cc1 | 7 | -7 | 3 | -4 | 3 | 17

Only yeast rad50 (2 entries from above):
structure	yeast rad50
COc1ccccc1-n1cnc2c1NC(C)(C)N=C2C(N)=O	-57
COCC12CCC(OC)C34C5CC6(O)C(OC)CC(OC(C)=O)(C5C6OC(=O)c5ccccc5)C(C(OC)C13)C4N(C)C2 (stereo not drawn)	-24

Screens: PubChem BioAssay, NCI

Hits appear at their usual frequency; any-hit rate near 14%.
